Source: PubChem
ERG Ets-DNA blk: ERG Ets/DNA interaction inhibition. P11308. fluorescence polarization, His-ERG Ets domain / labelled DNA. Potency, µM (highest dose often 76.9 µM), inactives show top-dose FP activity, negative = inhibition, actives largely listed as inhibitors. 0.028% of 370,000 active. AID 624246; active = well fitted inhibition curve with a large enough effect in the polarisation, with a control signal flat; inconclusive = small, poorly fitted or top-dose-only effect, or effect the other way, or a change in a side signal; inactive = no such curve, though single readings can be large or run the other way; the % refers to the polarisation;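 note: polarization taken with two DNA probes labelled with fluorescein and Texas red; potency is the fitted concentration of half-maximal effect; % of control where 0% means no effect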
Target sequence (P11308 whole entry, looked up, the tested form may be a part): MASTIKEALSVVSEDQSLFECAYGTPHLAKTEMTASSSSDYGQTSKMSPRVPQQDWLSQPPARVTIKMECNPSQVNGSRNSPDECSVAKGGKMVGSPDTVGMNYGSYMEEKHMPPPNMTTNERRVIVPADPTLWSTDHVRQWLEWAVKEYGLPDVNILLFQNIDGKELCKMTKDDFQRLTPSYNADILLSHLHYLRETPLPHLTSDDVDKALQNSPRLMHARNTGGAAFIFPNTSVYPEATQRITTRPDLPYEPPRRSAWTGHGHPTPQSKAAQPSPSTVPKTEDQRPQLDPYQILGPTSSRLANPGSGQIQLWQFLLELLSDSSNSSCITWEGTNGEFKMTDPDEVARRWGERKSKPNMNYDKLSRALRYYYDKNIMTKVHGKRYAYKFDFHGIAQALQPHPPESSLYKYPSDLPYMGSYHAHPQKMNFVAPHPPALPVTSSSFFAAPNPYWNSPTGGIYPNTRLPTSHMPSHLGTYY
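His-tagged ERG Ets domain (1 uM in the protein solution; 300mM KCl, 50mM Tris-HCl, 1mM EDTA, 1mM DTT, pH 7.5) received compound, then a probe mix of 5 nM fluorescein-DNA and 100nM Texas-615-DNA. Fluorescence polarization was read for both dyes.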
POLK inh: inhibitors of human DNA polymerase kappa. purified Pol kappa, fluorescent DNA synthesis assay, 10 min. Q9UBT6. Potency, µM (highest dose often 107 µM), without a hit: top-dose activity, negative = inhibition, most hits filed as inhibitors. AID 588579. 0.53% of 400,000 active; note: potency is the fitted concentration of half-maximal effect; % is set by controls: 0 for no effect and ±100 for the full control effect
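10 nM Pol kappa was preincubated with compounds for 15 min at room temperature. Reaction started with 50 nM (final) substrate. Fluorescence read kinetically at 0 and 10 min.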
12-LOX inh: blocks human arachidonate 12S-lipoxygenase; P18054; purified 12hLO, xylenol orange hydroperoxide absorbance; Potency, µM (series often up to 108 µM), inactives show at the highest dose activity change, negative = inhibition, usual class: inhibitors; 1.1% of 580,000 active; AID 1671190; note: potency is the fitted concentration of half-maximal effect; % is set by controls: 0 for no effect and ±100 for the full control effect
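Purified human 12hLO (150 nM final) in 25 mM Hepes, 0.01% Triton X-100, pH 7.0 was preincubated 15 min at room temperature with compound. Then 40 uM arachidonic acid was added, 30 min. Hydroperoxide was read by Fe-XO absorbance ratio 573/405 nm.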
Apoferritin bind: candidate novel general anesthetic via apoferritin binding. Potency, µM (highest dose often 77.5 µM), without a hit: top-dose activity change, negative = displacement, actives largely listed as inhibitors. P02791. AID 485281. apoferritin/1-aminoanthracene competitive binding, fluorescence. 0.074% of 350,000 active; note: potency is the fitted concentration of half-maximal effect; % is set by controls: 0 for no effect and ±100 for the full control effect; nearly all actives have a fitted effect of over 20% in size
Target sequence (P02791 2-175 limits assumed): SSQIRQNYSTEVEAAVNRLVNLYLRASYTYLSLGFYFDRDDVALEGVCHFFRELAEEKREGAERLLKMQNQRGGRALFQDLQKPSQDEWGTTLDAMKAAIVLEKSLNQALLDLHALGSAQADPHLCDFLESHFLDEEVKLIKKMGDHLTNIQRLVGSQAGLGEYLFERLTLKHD
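In PBS, apoferritin at 10 uM is loaded with 1-AMA from a 50% saturated solution. After 10 min of compound exposure at ambient temperature, reduced 535 nm fluorescence indicates probe displacement.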
APEX1 inh: blocks human APE1 abasic DNA cleavage | P27695 | AID 2517 | 0.35% of 350,000 active | recombinant APE1, TAMRA/BHQ-2 abasic DNA cleavage fluorescence | Potency, µM (titrated, usually from 65.8 µM), inactives show at the highest dose activity change, negative = inhibition, usual class: inhibitors;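 note: potency is the fitted concentration of half-maximal effect; plate controls were vehicle for no effect and reference inhibitor for full effect; nearly all actives have a fitted effect of over 55% in size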
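Incision of a quenched TAMRA/BHQ-2 THF abasic-site duplex (50 nM) by 0.75 nM APE1, after 15 min compound preincubation, measured as fluorescence increase over three 60 s reads. Values normalized to buffer, DMSO and NSC13755 control wells.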
Pol beta inh: DNA polymerase beta (human) inhibition; 1.3% of 340,000 active; AID 485314; Potency, µM (doses to about 114 µM), for inactives: top-dose activity change, negative = inhibition, most hits filed as inhibitors; Pol beta primer extension/strand displacement, fluorescence kinetic; note: potency is the fitted concentration of half-maximal effect; % is set by controls: 0 for no effect and ±100 for the full control effect
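10 nM enzyme + cpd, 15 min RT; start with substrate 50 nM final; read 0 min and after 10 min RT. Corrected, normalized data; 4-parameter Hill curve fit.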
TRHR ag: TRH receptor (human) agonism | P34981 | TRHR cells, calcium flux fluo-8, FDSS agonist mode | activation, % at 2 µM | 0.18% of 360,000 active | AID 493084; in the data active = activation above about 30%; note: 0% is about no effect
Target sequence (P34981 whole entry, looked up): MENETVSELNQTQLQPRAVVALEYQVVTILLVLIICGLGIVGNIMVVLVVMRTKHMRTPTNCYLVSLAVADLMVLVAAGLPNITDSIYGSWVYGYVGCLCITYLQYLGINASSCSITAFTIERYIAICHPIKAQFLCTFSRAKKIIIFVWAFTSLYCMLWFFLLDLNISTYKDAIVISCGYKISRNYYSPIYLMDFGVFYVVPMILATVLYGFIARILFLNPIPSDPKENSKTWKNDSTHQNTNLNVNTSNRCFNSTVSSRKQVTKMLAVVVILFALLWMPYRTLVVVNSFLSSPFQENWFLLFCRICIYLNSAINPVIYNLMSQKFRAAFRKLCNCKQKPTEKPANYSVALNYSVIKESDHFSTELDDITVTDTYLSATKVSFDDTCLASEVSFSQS
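Fluo-8-loaded TRHR cells; 10 s baseline, compound added, kinetic Ca2+ fluorescence read 1/s, agonist mode.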
BLM inh: blocks DNA unwinding by human BLM helicase; 0.2% of 350,000 active; recombinant BLM DNA unwinding, fluorescence dequenching; Potency, µM (top dose mostly 56.1 µM), for inactives: top-dose activity change, negative = inhibition, usual class: inhibitors;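 note: potency is the fitted concentration of half-maximal effect; plate controls were vehicle for no effect and no enzyme for full effect; nearly all actives have a fitted effect of over 35% in size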
POLI inh: DNA polymerase iota (human) inhibition; Q9UNA4; Pol iota fluorescent replication assay, 10 min; Potency, µM (titrated, usually from 115 µM), for the others: at the highest dose activity, negative = inhibition, actives largely listed as inhibitors; 1% of 390,000 active; note: potency is the fitted concentration of half-maximal effect
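Fluorescent replication assay read twice, at 0 min and 10 min after adding 50 nM (final) substrate. Enzyme (10 nM) and compounds were first incubated 15 min at room temperature; enzyme-free buffer wells were negative controls.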
The depositor's hits bear a star; ? = inconclusive; / = no result given; & = joins results of further samples; [ ] = dose if it differs, or a comment. Unless noted, calls come from the whole dose curve; as a rule, active = well fitted curve in the direction sought with a large enough effect; inconclusive = small, poorly fitted or top-dose-only effect, or another doubt; inactive = no such curve, though single readings can be large; an effect the other way counts as inactive or inconclusive. A portion of the library, so the mix of outcomes need not match the whole.

1. Cc1cc2ccccc2n1CCNC(=O)c1ccc(S(=O)(=O)N2CCCCC2)cc1
2. CCOc1ccc(OCC(=O)NCCS(=O)(=O)N2CCN(c3ccccc3F)CC2)cc1
3. COc1ccc(-c2cn3nc(SCC(=O)Nc4cc(C)cc(C)c4)ccc3n2)cc1
4. O=C(C1=C(O)C(=O)N(CCN2CCOCC2)C1c1cccc(O)c1)c1cc2ccccc2o1 (stereo not given)
5. COc1ccc(-n2nnnc2SCC(=O)Nc2ccc(OC)cc2OC)cc1
6. CCCOc1ccccc1/C=C1\SC(N2CCCCC2)=NC1=O
7. Cc1nc(NC(=O)COc2ccc(Cl)cc2)sc1C(=O)N(C)C
8. CN1CCN(c2ncc3nc(-c4cc(F)cc(F)c4)c(=O)n(CCC#N)c3n2)CC1
9. Cc1cc(C)[n+](-c2ccc(C(C)C)cc2)c2[nH]c(=O)[nH]c(=O)c12
10. O=c1c2ccccc2nc(/C=C/c2cccc([N+](=O)[O-])c2)n1CCCO
assay / entry	1	2	3	4	5	6	7	8	9	10
ERG Ets-DNA blk	25µM*	1%	-2%	4%	3%	-9%	/	/	-2%	6%
POLK inh	-5%	-8%[60.1 µM]	-7%[60.1 µM]	-15%	-3%	-8%	/	1%[60.1 µM]	-6%	1%
12-LOX inh	-10%	?	2%	-27%	9%	-7%	-11%	?	-17%	0%
Apoferritin bind	-6%	-8%	55%[activator]	-12%	86%[activator]	-10%	-8%	/	88%[activator]	/
APEX1 inh	?	/	/	19%	8%	-8%	-5%	-1%	3%	/
Pol beta inh	11%	-11%	24%	3%	36%	32%	39%	/	37%	/
TRHR ag	-0.2	-0.9	-0.6	0.2	-0.6	-0.9	-0.3	/	-0.1	/
BLM inh	-29%	-1%	-5%	-3%	0%	1%	-1%	-10%	-5%	/
POLI inh	?	23%	6%	13%	-12%	52%[activator]	/	/	40%[activator]	?

Brought forward from above: 3 entries; new compounds follow.
8. CN1CCN(c2ncc3nc(-c4cc(F)cc(F)c4)c(=O)n(CCC#N)c3n2)CC1
9. Cc1cc(C)[n+](-c2ccc(C(C)C)cc2)c2[nH]c(=O)[nH]c(=O)c12
10. O=c1c2ccccc2nc(/C=C/c2cccc([N+](=O)[O-])c2)n1CCCO
11. CC1Oc2ccccc2N(CC(=O)NC2CCCCC2)C1=O (stereo not given)
12. CCCCn1c(N)c(N(CCC(C)C)C(=O)c2ccc(COc3ccccc3)o2)c(=O)[nH]c1=O
13. CCc1ccc(O)c(CNCCNCc2cc(CC)ccc2O)c1
14. Cc1ccc2cc(CN(Cc3ccco3)C(=O)C3CCCCC3)c(=O)[nH]c2c1C
15. Cc1c(CCO)sc[n+]1CC(=O)OCCC12CC3CC(CC(C3)C1)C2
16. Cc1ccc2nc(-c3ccc(SCC(=O)Nc4nc(C)cs4)nc3)[nH]c2c1
17. O=c1c(-c2nnc(SCc3ccc(Cl)c(Cl)c3)o2)cccn1Cc1ccccc1
18. COC(=O)Oc1ccc(/C=N/NC(=O)CN(c2ccccc2Cl)S(C)(=O)=O)cc1OC
19. Cn1c2ccsc2c2ncn(Cc3ccc(F)cc3)c(=O)c21
20. CCOC(=O)Cc1cc(=O)n2[nH]c(-c3ccccc3)c(-c3ccccc3)c2n1
assay / entry	8	9	10	11	12	13	14	15	16	17	18	19	20
ERG Ets-DNA blk	/	-2%	6%	1%	-3%	-8%	1%	15%	1%	2%	-2%	/	7%
POLK inh	1%[60.1 µM]	-6%	1%	-10%	-14%	4%	2%	3%	-15%	-12%	-14%	-16%	79µM*
12-LOX inh	?	-17%	0%	4%	?	?	133%[activator]	-4%	-12%	0%	0%	45%[activator]	-18%
Apoferritin bind	/	88%[activator]	/	-8%	/	/	4%	-22%	1%	-14%	-7%	/	-20%
APEX1 inh	-1%	3%	/	5%	7%	8%	-1%	-1%	-1%	-1%	3%	-3%&-9%	10%
Pol beta inh	/	37%	/	14%	/	/	-1%	87%	?	32%	2%	/	14µM*
TRHR ag	/	-0.1	/	-0.1	-2.0	0.2	0.6	-0.1	-0.1	0.2	-0.5	-0.2	-0.2
BLM inh	-10%	-5%	/	-1%	/	/	-1%	2%	-9%	-4%	-5%	/	-18%
POLI inh	/	40%[activator]	?	34%[activator]	14%	45%[activator]	1%	26%	?	4%	-7%	-3%	?

21. OC(CN1CCN(c2cccc(C(F)(F)F)c2)CC1)c1c[nH]c2ccccc12 (stereo not given)
22. CCN1C(=O)CC(N2CCC(Nc3ccc(F)cc3)CC2)C1=O (stereo not given)
23. COc1ccccc1-c1cc(C(F)(F)F)nc(N2CCCC2)n1
24. COc1ccccc1-n1c(CNc2c(C)cccc2C)nnc1SCC(=O)N1CCOCC1
25. O=C(O)CCCC(=O)Nc1ccc(Oc2cccc(C(F)(F)F)c2)nc1
26. CCNc1nc(C)cc(COC)c1C#N
27. COc1cc(-c2nc(C)c(C(C)=O)n2O)ccc1OCC(=O)Nc1ccc(Cl)cc1
28. O=C(CCNC(=O)c1ccc([N+](=O)[O-])cc1)NCCC1=CCCCC1
29. O=C(COc1ccc(F)cc1)N(Cc1ccco1)C1CCS(=O)(=O)C1 (stereo not given)
30. O=C(CC1C(=O)NCCN1Cc1c(F)cccc1Cl)NC1CCCCCC1 (stereo not given)
assay / entry	21	22	23	24	25	26	27	28	29	30
ERG Ets-DNA blk	0%	-3%	-3%	2%	-11%	-5%	9%	6%	-13%	-5%
POLK inh	-11%	-15%	-12%	2%	3%	4%	15%	5%	-7%	-15%
12-LOX inh	0%	-8%	0%	0%	0%	-21%	-5%	-17%	9%	1%
Apoferritin bind	?	-2%	-6%	-16%	-1%	-3%	-11%	/	-4%	-17%
APEX1 inh	2%	-3%	13%	-2%	4%	14%	6%	5%	-8%	2%
Pol beta inh	10%	8%	0%	0%	1%	33%	6%	/	20%	0%
TRHR ag	1.0	0.1	1.4	-0.1	-0.2	0.0	-0.6	-0.3	0.2	-0.7
BLM inh	-3%	-2%	-8%	1%	-1%	-2%	-3%	/	3%	-3%
POLI inh	6%	13%	4%	-12%	5%	-6%	25%	36%[activator]	20%	-23%

31. CC1(C)OC(=O)N(CC(=O)Nc2ccccc2)C1(C)O (stereo not given)
32. Nc1c(-c2ccc(F)cc2)cnn1C1CCS(=O)(=O)C1 (stereo not given)
33. CN1CCN(CC(=O)Nc2cccc(S(=O)(=O)N(C)c3ccccc3)c2)CC1
34. CCC1(C)Cc2c(sc3c2c(=O)n(C)c2nnc(SCc4ccc5c(c4)OCO5)n32)CO1 (stereo not given)
35. COc1cccc(Cn2nnc3c(=O)[nH]c(C4CCN(C(=O)c5ccccc5Cl)CC4)nc32)c1
36. COc1ccc(OC)c(-n2c(=O)[nH]c3cc(C(=O)NCCc4ccc(OC)c(OC)c4)ccc3c2=O)c1
37. CCOc1ccc(C(=O)NCC(=O)N2CCC3CCCCC3C2)cc1OCC (stereo not given)
38. COc1ccc(N2C(=O)CSC23C(=O)N(CC(=O)Nc2ccccc2F)c2ccccc23)cc1 (stereo not given)
39. CCC(=O)N1CCN(c2ccccc2NC(=S)NC(=O)c2cccc([N+](=O)[O-])c2)CC1
40. O=C(COC(=O)[C@@H]1CCCN1C(=O)c1cccs1)Nc1cccc(Cl)c1
assay / entry	31	32	33	34	35	36	37	38	39	40
ERG Ets-DNA blk	-6%	5%	/	-11%	-3%	2%	-2%	-3%	0%	-13%
POLK inh	-18%	-14%	-1%	-9%	0%	-3%	-2%	-12%	-20%	14%
12-LOX inh	-4%	-8%	9%	-23%	?	-12%	-5%	3%	-22%	?
Apoferritin bind	-6%	-7%	/	-13%	-17%	-17%	-16%	-6%	-21%	/
APEX1 inh	1%	-1%	8%	0%	/	/	46%[activator]	/	-3%	-2%
Pol beta inh	1%	30%	/	11%	-3%	-10%	9%	-21%	-1%	/
TRHR ag	0.6	0.1	0.0	-0.8	0.0	0.1	-0.5	-1.5	1.4	/
BLM inh	-5%	0%	/	-4%	-5%	-3%	0%	1%	-5%	/
POLI inh	8%	?	26%	-2%[58.9 µM]	1%	7%	47%[activator]	-11%	7%	34%[activator]

41. CC(NC(=O)Cn1cc(C(F)(F)F)cc(Cl)c1=O)c1ccccc1 (stereo not given)
42. COc1ccc2[nH]cc(CCNc3cc(-c4ccccc4CN(C)C)ncn3)c2c1
43. CC(C)NC(=O)COc1ccc2c(c1)C(=O)CC(C)(C)O2
44. Cc1ccc(C(=O)N/C(=C\c2ccco2)C(=O)NCC2CCCO2)cc1C (stereo not given)
45. O=C(O)c1cc(-c2ccco2)[nH]n1
assay / entry	41	42	43	44	45
ERG Ets-DNA blk	-9%	/	6%	-8%	-6%
POLK inh	0%	-5%[60.1 µM]	-10%	-10%	-3%
12-LOX inh	-26%	-11%	-1%	4%	0%
Apoferritin bind	1%	/	244%[activator]	-14%	24%
APEX1 inh	47%	-3%	-2%	-6%	8%
Pol beta inh	-8%	/	6%	5%	28µM*
TRHR ag	0.4	/	-0.1	0.2	0.5
BLM inh	-1%	3%	-2%	-8%	40%[activator]
POLI inh	-3%	/	-5%	19%	-9%

Marked active in ERG Ets-DNA blk (from the list above):
cpd	Compound	ERG Ets-DNA blk	POLK inh	12-LOX inh	Apoferritin bind	TRHR ag	BLM inh	POLI inh
1	Cc1cc2ccccc2n1CCNC(=O)c1ccc(S(=O)(=O)N2CCCCC2)cc1	25µM*	-5%	-10%	-6%	-0.2	-29%	?
